# STK33 inh – human STK33 kinase inhibition | Q9BYT3 | ADP-Glo luminescence, MBP substrate | inhibition, % at 12.5 µM | 0.44% of 27,000 active | AID 2322; in the data active = inhibition above about 20%; inconclusive = no clear call, values can overlap the other calls
# Target sequence (Q9BYT3 whole entry, looked up): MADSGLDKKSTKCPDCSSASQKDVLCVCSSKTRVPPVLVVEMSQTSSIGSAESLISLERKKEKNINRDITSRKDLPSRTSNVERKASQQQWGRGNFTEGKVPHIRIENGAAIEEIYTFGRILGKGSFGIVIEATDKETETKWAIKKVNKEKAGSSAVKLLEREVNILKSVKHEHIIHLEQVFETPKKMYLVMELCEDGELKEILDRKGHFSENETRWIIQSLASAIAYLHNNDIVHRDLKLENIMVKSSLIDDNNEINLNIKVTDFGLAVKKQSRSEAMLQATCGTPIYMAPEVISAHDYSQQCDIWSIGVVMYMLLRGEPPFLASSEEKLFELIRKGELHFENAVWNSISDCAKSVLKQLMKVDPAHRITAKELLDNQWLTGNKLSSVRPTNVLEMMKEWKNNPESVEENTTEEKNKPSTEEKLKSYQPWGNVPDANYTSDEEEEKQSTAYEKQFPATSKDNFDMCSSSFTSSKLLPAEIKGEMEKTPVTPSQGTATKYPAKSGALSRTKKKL
# mut p53 react – restores mutant p53 pathway signaling in SW480 cells | 1.5% of 28,000 active | activation, % at 9.98 µM | SW480 PUMA-promoter luciferase, p53 mutant reactivation; in the data active = activation above about 52%; inconclusive = no clear call, values can overlap the other calls
# * = called active by the depositor; ? = inconclusive; · = not tested or not shown; & = joins results of further samples. Some of the compounds tested; rates above refer to the full screens.
# Below each SMILES – STK33 inh | mut p53 react
- C[C@H](CO)N1C[C@H](C)[C@H](CN(C)C(=O)Nc2ccnc(N3CCOCC3)c2)OCc2cn(nn2)CCCC1=O
→ -3 | 1
- CC(C)NC(=O)Nc1ccc2c(c1)C(=O)N([C@@H](C)CO)C[C@H](C)[C@H](CN(C)C(=O)Nc1ccc(C(F)(F)F)cc1)O2
→ · | 7
- COc1ccc(CN(C)C[C@@H]2OCCCC[C@@H](C)Oc3ccc(NC(=O)c4ccncc4)cc3C(=O)N([C@@H](C)CO)C[C@@H]2C)cc1
→ · | 3
- CC1(C)Cc2nc3nc(SCC(=O)c4ccc(Br)cc4)n(-c4ccccc4)c(=O)c3cc2CO1
→ 1 | -5
- COCC#Cc1ccc2c(c1)O[C@H](CN(C)C(=O)C1CCOCC1)[C@H](C)CN([C@H](C)CO)S2(=O)=O
→ · | 9
- CNC[C@H]1OCCCC[C@@H](C)Oc2ccc(NC(=O)Nc3cccc4ccccc34)cc2C(=O)N([C@@H](C)CO)C[C@H]1C
→ · | -1
- O=C(C[C@H]1C[C@H]2c3cc(NS(=O)(=O)c4ccccc4)ccc3O[C@H]2[C@H](CO)O1)NC1CCCCC1
→ · | -9
- CNC[C@@H]1Oc2c(NC(=O)NC(C)C)cccc2C(=O)N([C@@H](C)CO)C[C@H]1C
→ · | 11
- COc1ccc(NC(=O)Nc2ccc3c(c2)CC(=O)N([C@@H](C)CO)C[C@H](C)[C@H](CN(C)C(=O)Nc2ccc(C(F)(F)F)cc2)O3)cc1
→ -4 | ·
- O=C(CSc1nnc(Nc2ccccc2)n1-c1ccccc1)Nc1ccccc1Cl
→ -3 | -17
- C[C@H]1CN([C@@H](C)CO)C(=O)Cc2cc(NC(=O)Nc3ccccc3)ccc2O[C@@H]1CN(C)C(=O)Nc1ccc2c(c1)OCO2
→ 2 | ·
- C[C@H]1CN([C@@H](C)CO)C(=O)c2cc(NC(=O)Cc3cn(C)c4ccccc34)ccc2O[C@@H]1CN(C)S(=O)(=O)c1cccs1
→ 1 | ·
- C[C@@H]1CCCCO[C@H](CN(C)C)[C@H](C)CN([C@H](C)CO)C(=O)c2cc(NC(=O)Nc3ccc4c(c3)OCO4)ccc2O1
→ · | -7
- COc1ccccc1NC(=O)CSc1nc2nc(C)cc(C)c2c(=O)[nH]1
→ -3 | 4
- COc1ccc(-c2cc(C(F)(F)F)nc(SCC(=O)Nc3ccc(C)cc3)n2)cc1
→ 12 | -6
- O=C(COc1ccccc1[N+](=O)[O-])Nc1ccc2oc(=O)ccc2c1
→ 2 | 22
- Cc1ccccc1-c1nc(S(=O)(=O)c2ccc(Br)cc2)c(NCc2cccnc2)o1
→ 8 | 11
- COc1ccc(NC(=O)N(C)C[C@@H]2Oc3ccc(NC(=O)c4ccncc4)cc3CC(=O)N([C@H](C)CO)C[C@@H]2C)cc1
→ 1 | ·
- Cc1cc(N(CC(=O)Nc2ccc3c(c2)OCCO3)S(C)(=O)=O)ccc1Br
→ -4 | -8
- COc1ccc(NC(=O)CSc2nnc(-c3ccccc3)n2-c2ccccc2)c([N+](=O)[O-])c1
→ -1 | 2
- Cn1nnnc1SCC(=O)Nc1ccc(F)c(F)c1
→ 1 | 22
- O=C1O[C@@H](c2ccccc2)[C@@H](c2ccccc2)N2[C@@H](c3ccc(OCCO)cc3)[C@]3(C(=O)Nc4ccc(C#CC5(O)CCCCCC5)cc43)[C@@H](C(=O)N3CCCCCCC3)[C@H]12
→ 9 | ·
- O=C1O[C@H](c2ccccc2)[C@H](c2ccccc2)N2[C@H]1[C@@H](C(=O)N1CCN(c3ncccn3)CC1)[C@]1(C(=O)Nc3ccccc31)[C@H]2c1ccccc1OCCO
→ ? | ·
- COc1ccc(CN(C)C[C@H]2Oc3c(NC(=O)c4cc(C)nn4C)cccc3C(=O)N([C@H](C)CO)C[C@@H]2C)cc1
→ · | -4
- Cc1nc(-c2ccccc2)sc1C(=O)C1C(=O)C(=O)N(CCN(C)C)C1c1cccc([N+](=O)[O-])c1 (configuration not stated)
→ -2 | -6
- COCCNC(=O)c1ccccc1NC(=O)c1ccco1
→ -1 | 4
- C[C@H]1CN([C@@H](C)CO)C(=O)c2cccc(NC(=O)C3CCOCC3)c2O[C@H]1CN(C)S(=O)(=O)c1cn(C)cn1
→ · | 6
- COc1ccc(NCC(C#N)C(=O)NCc2ccc(Cl)cc2)cc1 (configuration not stated)
→ 3 | ·
- O=C(CCOc1ccccc1)Nc1nc2c(ccc3ccccc32)s1
→ · | 4
- COc1ccc(CCN=C2CCc3ccccc3N2)cc1OC
→ · | 4

# Below each SMILES – STK33 inh | mut p53 react
- C[C@H]1CN([C@@H](C)CO)S(=O)(=O)c2ccc(-c3cncnc3)cc2O[C@@H]1CN(C)C(=O)C1CC1
→ · | 7
- C/C=C(/C)C(=O)O[C@@H](C)[C@@](C)(O)C(=O)O[C@H](C)[C@@H](OC(=O)/C(C)=C\C)c1cc(OC)c2c(c1)OCO2
→ -10 | ·
- C[C@@H]1CCCCO[C@@H](CN(C)C)[C@@H](C)CN([C@H](C)CO)C(=O)c2cc(NC(=O)CCCN(C)C)ccc2O1
→ · | 7
- C[C@@H]1CN([C@@H](C)CO)C(=O)Cc2cc(NS(=O)(=O)c3ccccc3)ccc2O[C@@H]1CN(C)S(C)(=O)=O
→ 2 | ·
- CCC(C)CCCCCCCCC1CC(=O)NC(CCC(N)=O)C(=O)NC(CC(C)C)C(=O)NC(CC(C)C)C(=O)NC(C(C)C)C(=O)NC(CC(=O)O)C(=O)NC(CC(C)C)C(=O)NC(C(C)C)C(=O)O1 (configuration not stated)
→ -8 | -64
- C[C@@H]1CN([C@H](C)CO)C(=O)Cc2cc(NS(C)(=O)=O)ccc2O[C@@H]1CN(C)S(=O)(=O)c1ccc(F)cc1
→ -2 | ·
- C[C@H]1CN([C@@H](C)CO)C(=O)c2cc(NC(=O)Nc3ccccc3)ccc2O[C@@H]1CN(C)S(=O)(=O)c1cccs1
→ -2 | ·
- O=C(CSc1nnc(-c2ccccc2)n1-c1ccccc1)Nc1ccc(Br)cc1
→ 4 | -4
- C[C@H]1CN([C@@H](C)CO)C(=O)c2cc(NC(=O)Cn3cnnn3)ccc2O[C@H]1CN(C)CC1CCCCC1
→ -5 | ·
- O=C(CSc1nnc(Cc2ccccc2)o1)N1c2ccccc2Sc2ccccc21
→ 6 | -18
- N#Cc1c(Nc2ccccc2)c(C=NCCN2CCOCC2)c[nH]c1=O
→ · | 11
- O=C(c1ccc(Cl)cc1)c1ccc(CSc2nnc(-c3ccccc3)o2)o1
→ 4 | 3
- C[C@H](CO)N1C[C@H](C)[C@H](CN(C)Cc2cccc(C(F)(F)F)c2)Oc2ncc(-c3ccc(F)cc3)cc2C1=O
→ 1 | ·
- C[C@@H]1CCCCO[C@@H](CN(C)C(=O)Nc2ccccc2)[C@@H](C)CN([C@H](C)CO)C(=O)c2cc(N(C)C)ccc2O1
→ 0 | -3
- Cc1noc(C)c1S(=O)(=O)Nc1ccc2c(c1)C(=O)N([C@H](C)CO)C[C@H](C)[C@@H](CN(C)C(=O)c1ccncc1)OCCCC[C@H](C)O2
→ · | 4
- CCN1CCN(C(=O)CN(c2cccc([N+](=O)[O-])c2)S(C)(=O)=O)CC1
→ -7 | 13
- Cc1noc(C)c1NC(=O)N(C)C[C@H]1OCCCC[C@H](C)Oc2ccc(NS(=O)(=O)c3cccs3)cc2C(=O)N([C@@H](C)CO)C[C@@H]1C
→ · | -3
- CN(C)CCCCNC(=O)[C@@H]1C[C@@H]2C(=O)N[C@@H](Cc3ccccc3)C(=O)N2[C@@H]1c1ccc(O)cc1
→ 1 | ·
- CC(C)C[C@@H]1NC(=O)[C@@H]2C[C@H](C(=O)NCCCCCCN(C)C)[C@H](c3ccc(O)cc3)N2C1=O
→ 2 | ·
- COc1ccc(N(CC(=O)Nc2ccc(I)cc2C)S(C)(=O)=O)cc1Cl
→ 0 | 8
- COc1ccc(NC(=O)N(C)C[C@H]2Oc3ccc(NC(=O)Cn4cnnn4)cc3CC(=O)N([C@@H](C)CO)C[C@H]2C)cc1
→ -6 | ·
- COc1ccc2c(c1)O[C@@H]1COc3cc(OC)c(OC)cc3[C@@H]1C2=O
→ -26 | ·
- COC(=O)Cc1c(/C(Cl)=C/C(=O)O)oc2cc(C)cc(O)c2c1=O
→ -5 | 7&2
- C[C@@H]1CN([C@@H](C)CO)C(=O)c2cc(NS(C)(=O)=O)ccc2O[C@@H](C)CCCCO[C@@H]1CN(C)Cc1ccc2c(c1)OCO2
→ · | -3
- C[C@@H]1CN([C@@H](C)CO)C(=O)Cc2cc(NC(=O)Nc3ccccc3)ccc2O[C@@H]1CN(C)S(=O)(=O)c1ccccc1
→ 11 | ·
- O=C(NCCCN1CCOCC1)c1cccnc1
→ -5 | 8
- Cc1noc(C)c1S(=O)(=O)Nc1ccc2c(c1)C(=O)N([C@H](C)CO)C[C@H](C)[C@@H](CN(C)C(=O)C1CCCCC1)OCCCC[C@@H](C)O2
→ -1 | ·
- O=C1CCCCCN1CP(=O)(O)CN1CCCCC1
→ · | -4
- CC(=O)N(O)CCCCCNC(=O)CCC(=O)N(O)CCCCCNC(=O)CCC(=O)N(O)CCCCCN
→ 3 | ·
- CCn1c(SCC(=O)Nc2cccc(SC)c2)nnc1-c1ccc(Cl)cc1
→ -1 | -8

# A few values from above:
# STK33 inh, COc1ccc(NC(=O)N(C)C[C@H]2Oc3ccc(NC(=O)Cn4cnnn4)cc3CC(=O)N([C@@H](C)CO)C[C@H]2C)cc1 → -6
# mut p53 react, Cc1noc(C)c1S(=O)(=O)Nc1ccc2c(c1)C(=O)N([C@H](C)CO)C[C@H](C)[C@@H](CN(C)C(=O)c1ccncc1)OCCCC[C@H](C)O2 → 4

# Compound profiles (already shown):
# Entry for Cc1noc(C)c1S(=O)(=O)Nc1ccc2c(c1)C(=O)N([C@H](C)CO)C[C@H](C)[C@@H](CN(C)C(=O)C1CCCCC1)OCCCC[C@@H](C)O2 = STK33 inh: -1; mut p53 react: ·
# Entry for COc1ccc(NC(=O)N(C)C[C@H]2Oc3ccc(NC(=O)Cn4cnnn4)cc3CC(=O)N([C@@H](C)CO)C[C@H]2C)cc1 = STK33 inh: -6; mut p53 react: ·

# New compounds follow.
# Below each SMILES – STK33 inh | mut p53 react
- O=C(CSc1nc2sc3c(c2c(=O)n1Cc1ccccc1)CCCCC3)c1ccccc1
→ 0 | -12
- C[C@@H]1CN([C@H](C)CO)C(=O)Cc2cc(NS(=O)(=O)c3ccc(Cl)cc3)ccc2O[C@@H]1CN(C)S(C)(=O)=O
→ 2 | ·
- COc1ccc(S(=O)(=O)N(CC(N)=O)c2ccc(C)cc2)cc1Br
→ 7 | -5
- Cc1ccccc1NC(=O)CN(c1ccc(Br)cc1)S(C)(=O)=O
→ 0 | -3
- C[C@H]1CN([C@@H](C)CO)C(=O)c2cc(NC(=O)CCC(F)(F)F)ccc2O[C@H]1CN(C)S(=O)(=O)c1ccc(F)cc1
→ -1 | ·
- O=C(O)c1ccccc1-c1ccccc1C(=O)NCc1ccco1
→ -8 | -10
- C[C@H]1CN([C@@H](C)CO)C(=O)c2cc(NS(C)(=O)=O)ccc2O[C@@H]1CN(C)Cc1ccncc1
→ 1 | ·
- COc1ccc(OC)c(NC(=O)CSc2nnc(-c3ccc(F)cc3)n2C)c1
→ -1 | -17
- Cc1cccc(CN(C)C[C@H]2OCc3cn(nn3)CCCC(=O)N([C@@H](C)CO)C[C@H]2C)c1
→ 1 | 20
- Cc1ccc(S(=O)(=O)N(C)C[C@H]2Oc3ccc(NC(=O)Nc4ccc(F)cc4)cc3CC(=O)N([C@@H](C)CO)C[C@H]2C)cc1
→ -3 | ·
- Cc1ccc(S(=O)(=O)Nc2ccc3c(c2)CC(=O)N([C@@H](C)CO)C[C@H](C)[C@@H](CN(C)Cc2ccc(Cl)c(Cl)c2)O3)cc1
→ 10 | 2
- COc1ccc(Cl)cc1N(CC(=O)N1CCN(c2cccc(Cl)c2)CC1)S(C)(=O)=O
→ 4 | 0
- C[C@@H]1CN([C@@H](C)CO)C(=O)CCCn2nncc2CO[C@@H]1CN(C)C(=O)OCc1ccccc1
→ -2 | ·
- C=CCNC(=O)[C@@H]1[C@H]2C(=O)O[C@H](c3ccccc3)[C@H](c3ccccc3)N2[C@H](c2ccc(OCCO)cc2)[C@@]12C(=O)Nc1ccc(C#CC3(O)CCCCCC3)cc12
→ 7 | ·
- COc1ccc(NC(=O)N(C)C[C@H]2Oc3ccc(N(C)C)cc3CC(=O)N([C@@H](C)CO)C[C@H]2C)cc1
→ 1 | ·
- Cc1cc(C)nc(SCC(=O)c2cc3ccccc3oc2=O)n1
→ -1 | 31
- C[C@@H]1CN([C@@H](C)CO)C(=O)c2cc(NC(=O)Cc3ccccc3)ccc2O[C@H]1CN(C)C
→ · | -9
- C[C@H]1CN([C@@H](C)CO)C(=O)c2cc(NS(=O)(=O)c3cn(C)cn3)ccc2O[C@@H]1CN(C)S(=O)(=O)c1ccc(Cl)cc1
→ -1 | ·
- CCC(=O)N(C(=O)CC)c1cc2oc3ccccc3c2cc1OC
→ · | -2
- C[C@@H]1CN([C@@H](C)CO)C(=O)c2cc(NC(=O)Nc3ccc(F)cc3)ccc2O[C@H]1CN(C)C(=O)NC1CCCCC1
→ · | 10
- CCOC(=O)Nc1ccc2c(c1)N(C(=O)CN1CCN(C)CC1)c1ccccc1CC2
→ -5 | -11
- COc1ccc(NC(=O)Nc2ccc3c(c2)[C@@H]2C[C@H](CC(=O)N[C@@H](C)c4ccccc4)O[C@@H](CO)[C@@H]2O3)cc1
→ · | -7
- CCN1C(=O)/C(=C/C=C2\Sc3ccc(Cl)cc3N2C)SC1=S
→ -1 | ·
- COc1ccc(S(=O)(=O)N2CCN(CCO)CC2)cc1-c1nnc2c3ccccc3c(C)nn12
→ 3 | -15
- C[C@H]1CN([C@@H](C)CO)C(=O)c2cccc(NS(=O)(=O)c3ccc(Cl)cc3)c2O[C@H]1CN(C)S(=O)(=O)c1cn(C)cn1
→ · | 9
- CCC(C)C1NC(=O)c2c1n(C)c1ccccc1c2=O (configuration not stated)
→ -4 | 2
- CCC(=O)Nc1ccc(S(=O)(=O)Nc2nccc(/C=C/c3ccccc3Cl)n2)cc1
→ -6 | 23
- Cc1ccccc1NC(=O)CSc1cc(C)c2ccccc2n1
→ 0 | 13
- C/C=C/c1cnc2c(c1)C(=O)N([C@H](C)CO)C[C@@H](C)[C@H](CN(C)C(=O)NC1CCCC1)O2
→ · | 2

# High-throughput results deposited in PubChem by Broad Institute.
